# Bioassay records from PubChem BioAssay.
# D2 PAM: positively modulates the human D2 dopamine receptor allosterically. AID 485347. 340,000 compounds, 0.34% hits. HEK293 T-REx D2, calcium flux, EC20 dopamine potentiation. potentiation, % at 10 µM. P14416;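 active = potentiation over 3 SD above the plate norm, cut at about 30% in these data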; note: 0% is about no effect
# Target sequence (P14416 whole entry, looked up): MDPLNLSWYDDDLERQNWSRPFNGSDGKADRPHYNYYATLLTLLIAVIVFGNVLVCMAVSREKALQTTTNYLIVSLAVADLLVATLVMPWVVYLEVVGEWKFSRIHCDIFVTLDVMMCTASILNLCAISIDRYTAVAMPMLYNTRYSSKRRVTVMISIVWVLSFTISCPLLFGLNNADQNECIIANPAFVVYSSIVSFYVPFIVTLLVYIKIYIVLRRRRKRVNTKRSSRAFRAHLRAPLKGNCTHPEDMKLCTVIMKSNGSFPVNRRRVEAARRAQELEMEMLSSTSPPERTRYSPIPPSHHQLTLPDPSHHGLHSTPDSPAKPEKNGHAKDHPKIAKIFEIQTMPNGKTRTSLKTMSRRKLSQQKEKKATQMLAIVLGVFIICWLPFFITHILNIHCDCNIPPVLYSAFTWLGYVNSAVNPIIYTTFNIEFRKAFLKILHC
#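 Using a no-wash calcium dye in inducible, force-coupled HEK293 Trex cells expressing D2, we tracked fluorescence each second for 180 s after compound, then for 180 s after EC20 dopamine to detect augmented signalling.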
# RXFP1 agonist: agonists of human relaxin receptor RXFP1; AID 2676; Potency, µM (titrated, usually from 57.5 µM), without a hit: at the highest dose activation, usual class: activators; Q9HBX9; 370,000 compounds, 0.3% hits; HEK293T-RXFP1 cAMP TR-FRET, 30 min; response scale: percent of porcine relaxin response, buffer zero; note: potency is the fitted concentration of half-maximal effect; % is set by controls: 0 for no effect and ±100 for the full control effect; nearly all actives have a fitted effect of over 60% in size; many of its hits are not listed in these tables
#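 cAMP rise read by TR-FRET after 30 min, 37C compound exposure (up to 58 uM) in RXFP1-transfected HEK293 cells with Ro 20174 present. EC50 from Hill-equation fits, with 29 nM porcine relaxin as 100% and buffer as basal.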
# Glioma ERSR ind: ER stress response induction in glioma. U87-MG GRP78 promoter luciferase reporter, 16 h. Potency, µM, inactives show at the top dose activation, usual class: activators. AID 602332. 420,000 compounds, 0.02% hits; note: potency is the fitted concentration of half-maximal effect; series mostly up to about 76 µM; % of control where 0% means no effect; nearly all actives have a fitted effect of over 35% in size
#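 Stably transfected U87-MG glioma cells carrying a GRP78-based luciferase sensor; 16 h compound incubation. Luminescence end-point read 10 min after Bright-Glo addition at room temperature.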
# Vif-APOBEC3F blk: blocks the Vif interaction with APOBEC3F; HeLa A3F-eYFP + Vif (tagged APOBEC3F with the HIV-1 protein that degrades it), YFP fluorescence increase; Potency, µM (series often up to 46.1 µM), for the others: at the top dose activity, negative = active; 390,000 compounds, 0.2% hits; note: potency is the fitted concentration of half-maximal effect; % of control where 0% means no effect; nearly all actives have a fitted effect of over 65% in size
#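 Fluorescence increase (Ex 488/Em 500-530) after overnight compound treatment at 37 deg C flags inhibition of Vif-driven A3F-eYFP loss in stable HeLa A3F-eYFP/Vif cells seeded overnight beforehand.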
# D1 PAM: enhances dopamine response at the human D1 receptor; potentiation, % at 10 µM; 360,000 compounds, 0.036% hits; AID 504651; HEK293 TREx D1 cells, calcium flux, dopamine EC20 potentiation; in the data active = potentiation above about 30%; note: 0% is about no effect
# Target sequence (P21728 whole entry, looked up): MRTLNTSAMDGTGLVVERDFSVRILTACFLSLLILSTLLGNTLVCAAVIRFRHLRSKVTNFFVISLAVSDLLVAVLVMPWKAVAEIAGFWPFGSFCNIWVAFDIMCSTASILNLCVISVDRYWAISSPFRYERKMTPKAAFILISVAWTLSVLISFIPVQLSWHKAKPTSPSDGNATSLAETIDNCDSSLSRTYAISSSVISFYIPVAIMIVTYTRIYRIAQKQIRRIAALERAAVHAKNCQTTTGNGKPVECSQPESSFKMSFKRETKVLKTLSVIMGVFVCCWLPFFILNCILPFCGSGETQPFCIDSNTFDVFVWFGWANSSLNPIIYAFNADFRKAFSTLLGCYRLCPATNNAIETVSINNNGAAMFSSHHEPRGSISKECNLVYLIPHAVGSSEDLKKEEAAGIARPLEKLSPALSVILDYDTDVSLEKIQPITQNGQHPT
# D1 antagonist: human D1 dopamine receptor antagonism; P21728; HEK293 TREx D1 cells, calcium flux, dopamine EC80; stronger effect = lower value; activity change, negative = inhibition, % at 10 µM; 360,000 compounds, 3.2% hits; in the data active = activity change below about -30%; note: % is set by controls: 0 for no effect and ±100 for the full control effect
#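 Compound effects on dopamine-evoked calcium signalling were measured in tetracycline-induced HEK293 Trex D1 cells. Dopamine at EC80 followed a 180 s compound pre-read, and fluorescence was tracked kinetically for 180 s more.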
# D1 agonist: activates the human D1 dopamine receptor | P21728 | HEK293 T-REx D1 cells, calcium flux, agonist mode | activation, % at 2 µM | 360,000 compounds, 1% hits | AID 504660; in the data active = activation above about 30%; note: 0% is about no effect
#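 Agonism was scored from calcium flux recorded over 180 s (1 read/s) after pintool compound addition, following a 10-cycle baseline. Cells were inducible force-coupled HEK293 TREx D1, plated overnight at 30 C and loaded with no-wash calcium dye.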
# LDHA block: blocks human lactate dehydrogenase A; AID 1347041; activity change, % (values are at about 110 or 230 µM); 480,000 compounds, 0.15% hits; P00338; purified LDHA, NADH/diaphorase-resazurin fluorescence; stronger effect = lower value; in the data active = activity change below about -30%; inconclusive = mostly about -25% to -30%;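 note: plate controls were DMSO wells for no effect and wells without enzyme for full effect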
#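 Human LDH5 (2 nM) was incubated with 0.06 mM NADH and 0.2 mM pyruvate for 5 min at room temperature in Tris pH 7.4. Remaining NADH was coupled through diaphorase/resazurin, and resorufin fluorescence was read at 0 and 20 min.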
# Vif-A3G inh: inhibitors of Vif-APOBEC3G interaction; Q9HC16; HeLa A3G-eYFP + Vif (tagged APOBEC3G with the HIV-1 protein that degrades it), YFP fluorescence, overnight; Potency, µM (top dose mostly 46.1 µM), without a hit: top-dose activity, negative = active, hits mostly inhibitors; 410,000 compounds, 0.076% hits; AID 602310;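 note: potency is the fitted concentration of half-maximal effect; % is set by controls: 0 for no effect and ±100 for the full control effect; nearly all actives have a fitted effect of over 60% in size; hits raise eYFP signal because A3G escapes Vif-driven loss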
#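 Read-out is eYFP fluorescence (Ex 488/Em 500-530) from Vif-expressing HeLa A3G-eYFP cells; more signal means A3G escaped Vif-mediated degradation. Cells plated overnight, compound pinned in, incubated overnight at 37 deg C.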
# An asterisk follows results filed as active; u = inconclusive; x = not tested or not shown; & = joins results of further samples; [ ] = remark or other dose. Unless noted, calls come from the whole dose curve; as a rule, active = well fitted curve in the direction sought with a large enough effect; inconclusive = small, poorly fitted or top-dose-only effect, or another doubt; inactive = no such curve, though single readings can be large; an effect the other way counts as inactive or inconclusive.
SMILES,D2 PAM,RXFP1 agonist,Glioma ERSR ind,Vif-APOBEC3F blk,D1 PAM,D1 antagonist,D1 agonist,LDHA block,Vif-A3G inh
Cn1nc(C(=O)OCc2ccc(F)cc2)c2ccccc2c1=O,14.2,2.2%,-3.4%,-1.7%,-4.8,-14.4,3.3,-2.6,1.5%
S=c1[nH]nc(Cc2cccs2)n1-c1cccc2ccccc12,-0.3,0.5%,-4.4%,-12.9%,-1.5,5.1,0.7,-1.3,2.1%
O=C(NCc1ccccc1)c1c2c(nc3ccccc13)C(=O)N(C1CCCCC1)C2,11.4,-3.4%,-4.9%,0.7%,-3.6,7.5,1.1,-4.3,-2.2%
O=C(CCn1nnc2ccccc2c1=O)NCC1CCC(C(=O)O)CC1 (centres undefined),-2.1,0.0%,-3.6%,7.2%,-5.3,-7.2,2.0,-4.1,1.1%
COc1cccc(NC(=O)CN(c2cccc(OC)c2)S(C)(=O)=O)c1,-7.5,-0.5%,1.0%,-17.3%,10.9,-13.3,2.4,-2.3,2.0%
CSCCC(C(=O)NC1=NCCS1)N1C(=O)c2ccccc2C1=O (centres undefined),29.2,-0.1%,-2.4%,-2.5%,3.7,5.4,3.4,-0.1,2.4%
CCN(CC)CCn1cnc2c1c(=O)[nH]c(=O)n2Cc1ccccc1,13.2,-0.2%,-2.3%,7.0%,-6.8,5.3,1.2,-2.8,1.1%
COc1ccc(N=c2scc(-c3ccc(S(=O)(=O)N4CCOCC4)cc3)n2CCCO)cc1,6.7,1.6%,x,x,-6.2,10.2,3.5,x,x
COc1ccc(-n2nc(C(=O)NCC(=O)N3CCN(c4ccc(F)cc4)CC3)c3ccccc3c2=O)c(OC)c1,11.5,0.8%,4.7%,1.3%,1.3,10.5,-1.7,1.8,0.8%
O=[N+]([O-])c1cc(-c2n(-c3ccccn3)c3ccccc3[n+]2-c2ccccn2)ccc1Cl,-1.9,1.0%,-1.2%,-9.8%,-4.8,-3.0,4.2,-4.2,-0.6%
Cc1cc(C)n(-c2nc3ccccc3nc2N2CCN(C(=O)c3ccc(Cl)cc3)CC2)n1,x,2.3%,-4.5%,-0.2%,5.2,4.0,1.2,2.0&-7.8,0.0%
COc1ccc(CNC(=O)C(CC(C)C)N2Cc3ccccc3C2=O)cc1 (centres undefined),4.6,1.0%,-5.0%,-3.0%,-0.7,10.5,-0.7,4.1,1.8%
CC1CN(C(=O)c2ccccc2NS(=O)(=O)c2ccc(Cl)cc2)CC(C)O1 (centres undefined),x,x,-5.1%,-20.1%,x,x,x,-10.2,-4.4%
COc1ccc(Nc2nc(CC(C)=O)ns2)cc1,-2.8,-0.2%,0.2%,-11.6%,-1.4,3.1,3.2,-2.2,-6.1%
COc1ccc(C(=O)NCC(=O)Nc2cccc(S(=O)(=O)N3CCCC3)c2)cc1,x,x,-1.8%,1.7%,x,x,x,1.7,-5.1%
O=C1C=CC(=O)N1c1ccc(-c2nc3ccccc3o2)cc1,x,x,-6.8%,-0.9%,x,x,x,0.2,-28.4%
Cc1nc2nc(NC(=O)c3ccc(C(C)(C)C)cc3)[nH]n2c(=O)c1Cc1ccccc1,16.4,0.0%,-5.0%,-8.4%,-0.7,-15.2,-0.8,-4.0,-0.9%
CC/C(=N/Nc1ccc(Cl)cc1)c1cnnc(SC)n1,6.1,-2.4%,0.3%,-1.4%,-3.8,-1.4,5.8,8.7,0.4%
CCOc1ccc(C(=O)c2cn(CC(=O)Nc3ccc(C)c(Cl)c3)c3ccc(OCC)cc3c2=O)cc1,-10.9,12.7%,1.8%,-1.5%,-2.0,-5.4,1.8,3.7,3.1%
CC1CCN(C(=O)CSc2nnc(Cc3cccn3C)n2-c2ccc(F)cc2)CC1,6.2,-0.4%,-0.6%,3.7%,1.1,-23.1,-2.2,3.5,0.3%
COc1ccc(C(=O)C2CCCN(Cc3ccc(C#CCCO)cc3)C2)cc1F (centres undefined),4.3,0.4%,0.6%,-2.4%,-3.0,-37.0*,26.6,-6.2,4.0%
O=C(Nc1ccccc1)/C(=C\c1cccs1)NC(=O)c1ccccc1,0.7,-0.7%,-3.0%,8.3%,1.1,-10.3,7.4,-10.8,-0.9%
Cc1cccc([N+](=O)[O-])c1NC(=O)COC(=O)C1CCCO1 (centres undefined),3.5,1.0%,4.4%,0.1%,-1.9,-12.2,2.3,-5.7,-1.1%
CN(C(=O)CSc1cn(CC(=O)N2CCCCC2)c2ccccc12)c1ccccc1,2.0,1.6%,-2.9%,-2.6%,-0.2,1.3,0.9,-3.0,-2.8%
COc1c(F)c(F)c(C(=O)Nc2ccc(-c3nc4ccccc4[nH]3)cc2)c(F)c1F,1.3,12.7%,0.4%,-2.8%,-1.3,1.7,10.5,0.2,1.7%
COc1cccc(/C=C2\CCc3ccccc3C2=O)c1,-10.5,4.1%,-7.7%,-5.0%,-0.5,0.6,2.1,-8.9,-8.3%
COc1ccc(Br)cc1C(=O)NC(=S)Nc1c(C)n(C)n(-c2ccccc2)c1=O,-2.4,-0.1%,-3.2%,0.2%,1.4,-3.1,-1.7,-10.5,3.0%
O=C(COC(=O)c1cc(C(F)(F)F)cc(C(F)(F)F)c1)NCc1ccc(Cl)cc1,-3.7,-0.2%,-2.5%,1.3%,0.9,6.5,5.5,-3.7,4.8%
Cc1nn(CC(=O)N(C)c2c(N)n(Cc3ccccc3)c(=O)[nH]c2=O)c(C)c1[N+](=O)[O-],3.1,-0.2%,-5.0%,2.8%,9.6,4.1,4.0,-9.1,0.5%
O=C(c1c(F)c(F)c(F)c(F)c1F)N1CCN(Cc2ccc3c(c2)OCO3)CC1,x,x,-5.3%,-0.5%,x,x,x,1.2,-13.5%

# Reprinted at random: 2 compounds from above.
SMILES,D2 PAM,RXFP1 agonist,Glioma ERSR ind,Vif-APOBEC3F blk,D1 PAM,D1 antagonist,D1 agonist,LDHA block,Vif-A3G inh
O=C(Nc1ccccc1)/C(=C\c1cccs1)NC(=O)c1ccccc1,0.7,-0.7%,-3.0%,8.3%,1.1,-10.3,7.4,-10.8,-0.9%
Cc1nn(CC(=O)N(C)c2c(N)n(Cc3ccccc3)c(=O)[nH]c2=O)c(C)c1[N+](=O)[O-],3.1,-0.2%,-5.0%,2.8%,9.6,4.1,4.0,-9.1,0.5%

# More entries
SMILES,D2 PAM,RXFP1 agonist,Glioma ERSR ind,Vif-APOBEC3F blk,D1 PAM,D1 antagonist,D1 agonist,LDHA block,Vif-A3G inh
COc1cc2cc(CN(CCN3CCCC3)C(=O)Nc3ccc(F)cc3)c(=O)[nH]c2cc1OC,-10.4,1.9%,0.9%,-9.4%,-3.3,2.2,0.6,-1.1,1.5%
COc1cccc(C2C(C#N)=C(N)N(c3ncn[nH]3)C3=C2C(=O)CCC3)c1 (centres undefined),-9.5,1.4%,-0.6%,0.0%,-6.2,-1.0,3.0,-11.3,0.2%
CC1C(C#N)=C(N)OC2=C1C(=O)CC(c1ccccc1)C2 (centres undefined),-16.3,1.5%,-2.3%,u,4.2,7.2,8.8,-1.7,0.6%
COc1ccccc1CNC(=O)CCC(=O)N1Cc2ccccc2Oc2ncccc21,-8.0,0.1%,-1.7%,4.6%,-3.0,7.8,6.3,-4.7,-3.4%
Cc1ccc(C(=O)c2oc3ccccc3c2NC(=O)c2cc(-c3ccccc3)on2)cc1F,8.9,1.9%,-2.0%,0.2%,-0.5,1.7,2.7,-0.1,-1.5%
Cc1ccc(-c2csc(C3=C(O)CN(NC(=O)c4ccc([N+](=O)[O-])cc4)C3=N)n2)cc1,13.1,-0.6%,-4.4%,6.1%,10.1,0.9,1.4,-7.9,0.7%
COc1ccc(CNC(=O)NCc2ccc(OC)c(OC)c2)cc1OC,-8.1,1.2%,-3.2%,-3.8%,-4.3,-18.0,2.1,-1.6,1.3%
COc1ccc(N(CC(=O)Nc2cc(OC)ccc2OC)S(=O)(=O)c2c(C)noc2C)cc1,0.7,1.2%,-6.4%,-0.3%,0.4,3.2,0.7,-0.1,u
CCCCn1c(N)c(N(CCC(C)C)C(=O)c2cc(Cl)nc3ccccc23)c(=O)[nH]c1=O,0.5,-0.2%,-0.7%,-7.0%,x,0.6,5.8,-3.0,-4.0%
COc1ccc(NC(=O)CCC(=O)c2ccc(F)cc2)cc1,x,x,-1.6%,0.2%,x,x,x,-6.6,-1.3%
c1ccc2c(c1)CCCN2c1nc(N2CCOCC2)nc(N2CCOCC2)n1,x,0.7%,-4.9%,12.2%,8.1,9.3,2.3,-1.4,-1.1%
COc1ccc(CCNC(=O)c2cccnc2SC)cc1,11.1,2.7%,-4.5%,-4.3%,-4.2,8.3,0.2,-2.0,1.4%
COc1ccc(N2C(=O)C(CC(=O)Nc3ccc(F)cc3)N(CCc3cccs3)C2=O)cc1 (centres undefined),-15.9,4.3%,-2.8%,-5.0%,-6.3,-0.4,1.9,-2.9,-0.4%
NC(=S)Nc1cccc2cn[nH]c12,10.1,0.8%,-6.6%,2.9%,2.5,6.0,4.0,-7.3,2.1%
CCC1CCCCN1CCCNC(=O)c1cc2c(Cl)nc3ccc(C)cc3c2s1 (centres undefined),-11.5,3.1%,-2.0%,-1.9%,1.9,5.6,4.3,-1.4,1.3%
CCCCCCCNc1cccc(C)c1,12.5,2.0%,-3.4%,-1.5%,-3.9,-11.7,0.0,3.4,-4.2%
C=C(C)COc1ccc(-c2n[nH]c(C)c2-c2ccccc2)c(O)c1,-4.2,2.0%,-17.2%,-7.6%,-7.8,-23.8,8.1,-1.2,-8.3%
CC(C)(C)C(=O)NC1CC2CCCC(C1)N2C(=O)Nc1ccccc1Cl (centres undefined),-3.6,0.1%,-3.0%,-7.8%,3.0,-6.9,3.2,0.1,-4.8%
COc1ccc2nc3cccc(OC)c3nc2c1,4.9,9.6%,7.8%,6.6%,2.4,-4.5,5.8,11.4,5.7%
CCC(=O)Nc1ccc(-c2csc(C)n2)cc1,3.0,1.3%,0.2%,-7.2%,-2.1,-0.4,0.5,-8.6,0.5%
NCc1cc2c3c(c1)CCCN3CCC2,x,-56.1%[inhibitor],-3.2%,u,-6.0,-4.9,3.1,12.5,-0.2%

# These rows are one share of the data; count on the stated rates, not on these rows.
